# AmpC no deterg – AmpC beta-lactamase inhibition without detergent | Potency, µM (top dose mostly 57.1 µM), for inactives: at the top dose activity change, negative = inhibition, hits mostly inhibitors | 330,000 compounds, 0.52% hits | AID 485341 | AmpC nitrocefin hydrolysis, absorbance 480 nm, 0.0001% Triton;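 also: potency is read from the fitted curve at half-maximal effect; plate controls were no compound for no effect and no enzyme for full effect; nearly all actives have a fitted effect of over 20% in size; some results filed as inactive show a strong effect at the top dose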
#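 AmpC (5.3 nM in the dispensed reagent) in 20 mM phosphate pH 7.0 with 0.01% (detergent screen) or 0.0001% Triton X-100 was preincubated with compounds for 15 min at room temperature. Nitrocefin was then added from an 800 uM solution, and hydrolysis was followed at 480 nm.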
# AmpC inh detg – AmpC beta-lactamase inhibition with detergent present. AmpC hydrolysis of nitrocefin, absorbance 480 nm, 0.01% Triton. Potency, µM (series often up to 114 µM), for the others: at the top dose activity change, negative = inhibition, most hits filed as inhibitors. 370,000 compounds, 0.041% hits. AID 485294;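 also: potency is read from the fitted curve at half-maximal effect; 0% = no-compound wells and -100% = no-enzyme wells; nearly all actives have a fitted effect of over 25% in size; some results filed as inactive show a strong effect at the top dose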
#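 AmpC (5.3 nM in the dispensed reagent) in 20 mM phosphate pH 7.0 with 0.01% (detergent screen) or 0.0001% Triton X-100 was preincubated with compounds for 15 min at room temperature. Nitrocefin was then added from an 800 uM solution, and hydrolysis was followed at 480 nm.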
# LmPK inh – blocks Leishmania mexicana pyruvate kinase activity; Q27686; purified LmPK, Kinase-Glo ATP luminescence, 1 h; Potency, µM (highest dose often 57.5 µM), for the others: top-dose activity change, negative = inhibition, usual class: inhibitors; 290,000 compounds, 0.37% hits; also: potency is read from the fitted curve at half-maximal effect
# Target sequence (Q27686 whole entry, looked up): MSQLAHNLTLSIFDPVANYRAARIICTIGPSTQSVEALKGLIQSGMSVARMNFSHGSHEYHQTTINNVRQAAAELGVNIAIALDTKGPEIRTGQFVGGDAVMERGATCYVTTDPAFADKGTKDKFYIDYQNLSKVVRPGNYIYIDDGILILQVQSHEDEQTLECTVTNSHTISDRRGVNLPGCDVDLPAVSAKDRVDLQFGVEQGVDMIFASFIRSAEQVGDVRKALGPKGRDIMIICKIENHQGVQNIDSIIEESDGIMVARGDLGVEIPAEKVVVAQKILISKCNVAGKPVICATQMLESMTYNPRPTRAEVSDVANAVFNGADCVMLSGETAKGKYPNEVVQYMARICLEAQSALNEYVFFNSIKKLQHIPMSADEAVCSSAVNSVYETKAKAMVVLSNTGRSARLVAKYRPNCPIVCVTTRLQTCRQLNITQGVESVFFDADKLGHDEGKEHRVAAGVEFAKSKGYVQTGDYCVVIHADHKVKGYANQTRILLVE
#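 qHTS format; LmPK 0.1 nM; substrates PEP 0.5 mM and ADP 0.1 mM. One-hour room-temperature incubation, then coupled luciferase luminescence; 0.5 nM enzyme wells mark activation.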
# TbPYK inhibitor – inhibitors of Trypanosoma brucei pyruvate kinase. Q57TT1. TbPYK enzyme, Kinase-Glo Plus ATP luminescence, 45 min. Potency, µM (series often up to 76.8 µM), for the others: at the top dose activity, negative = inhibition, hits mostly inhibitors. 410,000 compounds, 0.12% hits; also: potency is read from the fitted curve at half-maximal effect; nearly all actives have a fitted effect of over 50% in size
#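 TbPYK + substrate in 50 mM TEA pH 7.2, 100 mM KCl, 10 mM MgCl2, 0.05% BSA, 0.01% Tween-20; cpd pinned; ADP 130 uM final; 45 min RT; Kinase-Glo Plus 10 min; luminescence endpoint.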
# HCMV antiviral – blocks human cytomegalovirus replication; HFF cells, HCMV-luciferase reporter, 72 h; active compounds read low; activity change, negative = inhibition, % at 57.5 µM; 410,000 compounds, 4.5% hits; AID 1259415; in the data active = activity change below about -60%; inconclusive = no clear call, values can overlap the other calls; inactive = above about -39%
#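 Compounds were evaluated in HFFs infected with an HCMV luciferase reporter virus (MOI 1 PFU/cell). Luciferase in lysates collected 72 h post infection served as the replication measure.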
# AMA1 RON2 block – AMA1-RON2 (P. falciparum) interaction inhibition | AlphaScreen AMA1-biotinylated RON2 peptide binding | Potency, µM (highest dose often 58.2 µM), inactives show at the top dose activity change, negative = inhibition, most hits filed as inhibitors | 360,000 compounds, 0.2% hits;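 also: potency is read from the fitted curve at half-maximal effect; 0% = vehicle wells and -100% = peptide control; nearly all actives have a fitted effect of over 45% in size; some results filed as inactive show a strong effect at the top dose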
#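 AMA1 (3D7) with his tag at 25 nM final met compounds first, then biotinylated RON2 peptide at 25 nM; detection used donor plus acceptor beads, 10 µg/mL apiece, read by AlphaScreen after 30 min at room temperature.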
# HCV inh – HCV inhibition; Huh7.5.1 HCVcc-Cre infection, luciferase reporter, 44 h; Potency, µM (doses to about 41.8 µM), without a hit: top-dose activity change, negative = inhibition, hits mostly inhibitors; 340,000 compounds, 3.4% hits; also: potency is read from the fitted curve at half-maximal effect
#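 Reporter virus HCVcc-Cre (~0.5 moi) infects cells exposed to compound; seeding density 1,000 cells/well with 4 h settling beforehand. Luminescence, 15 sec read, taken 44 h post-infection following a 15 min RT substrate incubation.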
# * = called active by the depositor; ? = inconclusive; nt = not tested or not shown; [ ] = remark or other dose. Unless noted, calls follow the shape of the dose curve; as a rule, active = well fitted curve in the direction sought with a large enough effect; inconclusive = small, poorly fitted or top-dose-only effect, or another doubt; inactive = no such curve, though single readings can be large; an effect the other way counts as inactive or inconclusive. Unless noted, % is scaled to controls: 0 for no effect and ±100 for the full control effect.
[1] CC(C)(CO)NC(=O)C(Cc1ccccc1)N1C(=O)c2ccccc2C1=O (stereo not drawn)
[2] CCCCNc1c(-c2ccc(OC)c(SC(C)CC)c2)nc2ccc(Cl)cn12 (stereo not drawn)
[3] N#Cc1cnn2ccc(-c3ccc4c(c3)CCC4)nc12
[4] c1ccc(N2CC[N+]3(CCCC3)CC2)nc1
[5] Cc1ccc(NC(=O)CCCNC(=O)c2ccc(Cl)cc2)c(Br)c1

Screen / compound no.,1,2,3,4,5
AmpC no deterg,-1%,1%,-14%,-2%,0%
AmpC inh detg,-5%,nt,1%,-13%,0%
LmPK inh,-2%,nt,-1%,2%,9%
TbPYK inhibitor,-1%,-1%,1%,3%,22%
HCMV antiviral,-20,10,83,4,?
AMA1 RON2 block,9%,14%,22%,-2%,8%
HCV inh,21%,?,-9%,4%,12%

# 4 of the compounds above, with each value named:
1	CC(C)(CO)NC(=O)C(Cc1ccccc1)N1C(=O)c2ccccc2C1=O (stereo not drawn)
  AmpC no deterg: -1%
  AmpC inh detg: -5%
  LmPK inh: -2%
  TbPYK inhibitor: -1%
  HCMV antiviral: -20
  AMA1 RON2 block: 9%
  HCV inh: 21%

2	CCCCNc1c(-c2ccc(OC)c(SC(C)CC)c2)nc2ccc(Cl)cn12 (stereo not drawn)
  AmpC no deterg: 1%
  AmpC inh detg: nt
  LmPK inh: nt
  TbPYK inhibitor: -1%
  HCMV antiviral: 10
  AMA1 RON2 block: 14%
  HCV inh: ?

3	N#Cc1cnn2ccc(-c3ccc4c(c3)CCC4)nc12
  AmpC no deterg: -14%
  AmpC inh detg: 1%
  LmPK inh: -1%
  TbPYK inhibitor: 1%
  HCMV antiviral: 83
  AMA1 RON2 block: 22%
  HCV inh: -9%

4	c1ccc(N2CC[N+]3(CCCC3)CC2)nc1
  AmpC no deterg: -2%
  AmpC inh detg: -13%
  LmPK inh: 2%
  TbPYK inhibitor: 3%
  HCMV antiviral: 4
  AMA1 RON2 block: -2%
  HCV inh: 4%

# Later entries
[6] CCc1ccc(NC(=O)CCn2nc(-c3ccccc3OC)c3c(C)cc(C)nc32)cc1
[7] Cc1ccc2nc(-c3cccs3)c(Nc3ccc4c(c3)OCCO4)n2c1
[8] Cc1cccc(OCC(O)CN2C(C)(C)CC(O)CC2(C)C)c1C (stereo not drawn)
[9] CCN(CC)S(=O)(=O)c1ccc(N(C)CCc2ccc(OC)c(OC)c2)nc1
[10] CCCOc1ccc(F)cc1-c1cc(C(=O)Nc2ccc(OC)cc2C)[nH]n1

Screen / compound no.,6,7,8,9,10
AmpC no deterg,nt,nt,-19%,79%[activator],nt
AmpC inh detg,5%,14%,1%,-9%,nt
LmPK inh,nt,nt,-11%,1%,nt
TbPYK inhibitor,-4%,0%,-5%,-9%,8%
HCMV antiviral,12,55,-16,35,-26
AMA1 RON2 block,nt,nt,-8%,-11%,-7%
HCV inh,nt,nt,-17%,-23%,nt

[11] COc1ccc(Oc2ccc(-c3ccn[nH]3)cc2)cc1
[12] CCCCn1c(N)c(N(CC(C)C)C(=O)c2ccc(Cl)c(S(=O)(=O)N3CCCC3)c2)c(=O)[nH]c1=O
[13] COc1ccc(Cc2c3cc(OC)c(OC)cc3cc[n+]2C)cc1OC
[14] O=C(Nc1ccccn1)c1cc(-c2cccc(Cl)c2)nc2ccccc12
[15] Cn1nnnc1SCC(=O)N1CCN(S(=O)(=O)c2ccc(Cl)cc2)CC1

Screen / compound no.,11,12,13,14,15
AmpC no deterg,-23%,-2%,-23%,-15%,-4%
AmpC inh detg,0%,-8%,-6%,4%,2%
LmPK inh,4%,nt,6%,3%,-2%
TbPYK inhibitor,0%,7%,?,-2%,7%
HCMV antiviral,49,-7,nt,-71*,-40
AMA1 RON2 block,-22%,-13%,4%,7%,14%
HCV inh,-12%,10%,-9%,16µM*,13%

# Random excerpt: 2 entries already listed
[10] CCCOc1ccc(F)cc1-c1cc(C(=O)Nc2ccc(OC)cc2C)[nH]n1
[9] CCN(CC)S(=O)(=O)c1ccc(N(C)CCc2ccc(OC)c(OC)c2)nc1

Screen / compound no.,10,9
AmpC no deterg,nt,79%[activator]
AmpC inh detg,nt,-9%
LmPK inh,nt,1%
TbPYK inhibitor,8%,-9%
HCMV antiviral,-26,35
AMA1 RON2 block,-7%,-11%
HCV inh,nt,-23%

# One compound at a time, as listed above. Values in the order: AmpC no deterg	AmpC inh detg	LmPK inh	TbPYK inhibitor	HCMV antiviral	AMA1 RON2 block	HCV inh
# COc1ccc(Oc2ccc(-c3ccn[nH]3)cc2)cc1 reads -23%	0%	4%	0%	49	-22%	-12%
# Cn1nnnc1SCC(=O)N1CCN(S(=O)(=O)c2ccc(Cl)cc2)CC1 reads -4%	2%	-2%	7%	-40	14%	13%

# Remaining list, next part:
[16] Cc1ccc(S(=O)(=O)NCCC(=O)OCC(=O)N2CCCC2=O)cc1C
[17] CC(C)Oc1ccc(CNC(=O)C2CCCN(S(=O)(=O)c3ccc4c(ccn4C)c3)C2)cc1 (stereo not drawn)
[18] COC(CNc1ncnc2sc(-c3ccccc3)cc12)OC
[19] COc1ccccc1N1CCN(C2CCN(S(=O)(=O)c3ccc(C)cc3)CC2)CC1
[20] COC(=O)c1sccc1NC(=O)c1cccc(Cl)c1

Screen / compound no.,16,17,18,19,20
AmpC no deterg,-1%,nt,0%,39%,nt
AmpC inh detg,-5%,18%,0%,3%,nt
LmPK inh,nt,nt,-3%,0%,nt
TbPYK inhibitor,-16%,4%,2%,-2%,-4%
HCMV antiviral,-4,-21,-32,0,31
AMA1 RON2 block,-15%,nt,7%,-29%,19%
HCV inh,8%,nt,?,-1%,-19%

[21] COc1ccccc1C(=O)NCC[N+](C)(C)C
[22] COc1ccc(CC2(CO)CCN(C(C)Cc3ccc(Cl)cc3)CC2)cc1 (stereo not drawn)
[23] Cc1ccccc1Nc1nnc(SCC(=O)Nc2ccccc2[N+](=O)[O-])s1
[24] O=C(NCC1CCCO1)c1cc(C(=O)C2CCCCC2)c[nH]1 (stereo not drawn)
[25] CCc1ccc(OCC(=O)Nc2ccncc2)cc1
[26] CCCCn1c(S(=O)(=O)O)nc2ccccc21
[27] CC1CCC(N2CCN(c3ncccn3)CC2)C1 (stereo not drawn)
[28] O=C(C[n+]1ccc2ccccc2c1)c1cccc2ccccc12

Screen / compound no.,21,22,23,24,25,26,27,28
AmpC no deterg,nt,63%[activator],-28%,-14%,-6%,-17%,-9%,12%
AmpC inh detg,nt,0%,9%,?,?,1%,-6%,2%
LmPK inh,nt,-4%,2%,-1%,0%,4%,0%,1%
TbPYK inhibitor,-3%,-3%,-5%,0%,-5%,-11%,1%,-10%
HCMV antiviral,-2,-9,62,94,58,57,-29,32
AMA1 RON2 block,-2%,-2%,0%,-2%,-4%,-1%,11%,-13%
HCV inh,nt,?,-26%,24%,-21%,9%,14%,?

# Compound activity: PubChem, National Center for Advancing Translational Sciences (NCATS)
